KCNQ2 block = KCNQ2 potassium channel inhibitors, primary screen, cell-based, CHO-K1, FluxOR thallium flux, B-score (AID 2156). Potassium voltage-gated channel subfamily KQT member 2 (Rattus norvegicus), O88943. B-score at 10 µM. actives 1.1% (n = 310,000). 20 min; active compounds read low;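 active = fluorescence ratio B-score at most minus 3 library SDs, with starting brightness B-score within 2 library SDs, cut at about -5.5 in these data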
Target sequence (O88943 whole entry, looked up): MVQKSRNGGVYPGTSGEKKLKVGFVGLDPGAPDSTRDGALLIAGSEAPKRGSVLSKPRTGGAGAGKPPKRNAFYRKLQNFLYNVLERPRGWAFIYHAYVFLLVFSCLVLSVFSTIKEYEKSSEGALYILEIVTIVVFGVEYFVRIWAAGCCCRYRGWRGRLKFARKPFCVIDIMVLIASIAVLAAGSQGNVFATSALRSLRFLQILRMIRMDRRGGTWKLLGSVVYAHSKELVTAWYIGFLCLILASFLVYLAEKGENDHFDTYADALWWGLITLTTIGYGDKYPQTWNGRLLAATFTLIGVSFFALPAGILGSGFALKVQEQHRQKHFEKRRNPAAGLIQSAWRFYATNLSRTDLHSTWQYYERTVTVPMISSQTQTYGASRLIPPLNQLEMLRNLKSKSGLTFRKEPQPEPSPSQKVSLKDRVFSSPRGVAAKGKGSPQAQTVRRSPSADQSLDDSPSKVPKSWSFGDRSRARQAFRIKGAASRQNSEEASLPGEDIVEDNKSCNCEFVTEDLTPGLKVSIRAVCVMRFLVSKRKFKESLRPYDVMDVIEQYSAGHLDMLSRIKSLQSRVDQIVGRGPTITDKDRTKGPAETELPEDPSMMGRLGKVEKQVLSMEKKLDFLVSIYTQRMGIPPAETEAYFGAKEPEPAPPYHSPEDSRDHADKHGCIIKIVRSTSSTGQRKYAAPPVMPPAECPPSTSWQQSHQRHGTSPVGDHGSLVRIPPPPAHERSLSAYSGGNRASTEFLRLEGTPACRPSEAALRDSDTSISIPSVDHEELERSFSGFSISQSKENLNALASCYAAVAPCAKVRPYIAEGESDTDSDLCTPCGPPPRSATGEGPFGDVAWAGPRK
Kir21 block = inhibitors of mouse Kir2.1 inward-rectifier potassium channel; HEK293-Kir2.1, FluxOR thallium flux fluorescence; active compounds read low; AID 1672, 2009; Inward rectifier potassium channel 2 (Mus musculus), P35561; actives 0.85% (n = 310,000); B-score at 10 µM;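 active = fluorescence ratio B-score at or below minus 3 SD of library scores, with starting-brightness B-score within 2 SD, cut at about -4.2 in these data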;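 also: channel flux triggered by added potassium and thallium sulfate stimulus; B-score of peak minus minimum fluorescence over baseline after thallium stimulus; more negative B-score means stronger Kir2.1 block with less thallium influx; some compounds called inactive have numbers as strong as hits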
The depositor's hits bear a star; i = inactive.

Order of values: KCNQ2 block | Kir21 block
N#C/C(=N\Nc1ccccc1[N+](=O)[O-])C(=N)N1CCCCC1
 : i | 1.17
COc1cc(C(=S)N2CCOCC2)ccc1OC(=O)/C=C/c1ccco1
 : i | -1.91
Cc1ccc(/C(O)=C2\C(=O)C(=O)N(C)C2c2ccc([N+](=O)[O-])cc2)cc1 (stereo not given)
 : i | 1.37
O=C(Nc1ccc(Nc2ccccc2)cc1)c1ccc(Cl)c([N+](=O)[O-])c1
 : i | 0.1
Nn1c(Cc2cccc3ccccc23)n[nH]c1=S
 : i | 0.78
C[n+]1ccc(/C=C/c2cccs2)cc1
 : i | 2.2
[O-][n+]1onc2c1CCc1c-2nn(-c2ccccc2Cl)[n+]1[O-]
 : i | 0.09
COc1cc(/C=C(\C#N)C(=O)Nc2ccc(SC(F)F)cc2)cc(OC)c1OC
 : i | -1
COc1ccc(S(=O)(=O)N2CC3C4C=CC(C4)C3C2)cc1 (stereo not given)
 : i | -0.86
Cc1ccc(-c2cc(-c3ccccc3)c(C#N)c(Br)n2)cc1
 : i | 1.88
CC(Cc1ccccc1)N1C(=O)c2cccc([N+](=O)[O-])c2C1=O (stereo not given)
 : i | 2.15
CN(C)/C=N/c1nc2ncc(-c3ccc(Cl)cc3)c(/N=C/N(C)C)n2n1
 : i | -0.06
COc1cc(C(=O)N/N=C/c2ccc(OC(=O)c3cccc(C)c3)cc2)ccc1O
 : i | 0.25
Cc1csc(NC(=O)CCNC(=O)c2ccc([N+](=O)[O-])cc2)n1
 : i | 0.19
O=C(O)c1cccnc1SCc1cn2cc(Cl)ccc2n1
 : i | 1.89
CCOC(=O)C1=C(C)Nc2ccccc2N=C1NC(=O)CCCN1C(=O)c2ccccc2C1=O
 : i | -0.83
Cc1nc2ccccc2cc1C(=O)N/N=C/c1ccco1
 : i | 1.84
COc1ccc(C2N(c3cc(Cl)ccc3OC)C(=O)C3CCCN32)cc1 (stereo not given)
 : i | -0.94
COc1ccc(S(=O)(=O)N2CCCCC2C)cc1 (stereo not given)
 : i | 0.36
CCN1CCN(C(C(=O)NC2CCCC2)c2ccc(Cl)cc2)CC1 (stereo not given)
 : i | -1.36
Cc1ccsc1C(=O)Nc1nnc(-c2ccco2)o1
 : i | -0.92
C[N+](C)(C)CCCCCCCCCC[N+](C)(C)C
 : i | 0.93
C=CCn1c(=O)c2c(nc3n2CCCN3Cc2ccccc2)n(C)c1=O
 : i | 0.75
CCOc1cc(C(=O)NCc2nnc(SCC(=O)OC)n2C)cc(OCC)c1OCC
 : i | 2.26
COc1ccccc1C(=O)N/C(=C/c1ccccc1)C(=O)Nc1ccc(C(=O)O)cc1
 : i | 1.96
CC(OCC(O)CNCC1COc2ccccc2O1)c1ccc(Cl)cc1 (stereo not given)
 : i | -1.45
CCC(CO)Nc1nc2ccc(Cl)cc2c2ccccc12 (stereo not given)
 : i | 0.05
C/C(N)=C(/C#N)C(=O)CSc1nc2ccccc2c(=O)n1CCCO
 : i | -0.56
CCc1ccc(NC(=O)CSc2nnc(-c3ccccn3)n2C)cc1
 : i | 1.95
N#C/C(=C\c1c[nH]c2ccccc12)C(=O)NC1CC1
 : i | 1.81

The final 7 records of the section above open the next one.
Order of values: KCNQ2 block | Kir21 block
CCOc1cc(C(=O)NCc2nnc(SCC(=O)OC)n2C)cc(OCC)c1OCC
 : i | 2.26
COc1ccccc1C(=O)N/C(=C/c1ccccc1)C(=O)Nc1ccc(C(=O)O)cc1
 : i | 1.96
CC(OCC(O)CNCC1COc2ccccc2O1)c1ccc(Cl)cc1 (stereo not given)
 : i | -1.45
CCC(CO)Nc1nc2ccc(Cl)cc2c2ccccc12 (stereo not given)
 : i | 0.05
C/C(N)=C(/C#N)C(=O)CSc1nc2ccccc2c(=O)n1CCCO
 : i | -0.56
CCc1ccc(NC(=O)CSc2nnc(-c3ccccn3)n2C)cc1
 : i | 1.95
N#C/C(=C\c1c[nH]c2ccccc12)C(=O)NC1CC1
 : i | 1.81
CCOC(=O)N1CCN(Cc2ccccn2)CC1
 : i | 0.13
Oc1ccc(Cl)cc1N=Nc1ccccc1
 : i | -0.48
O=C(O)CCC(=O)N1CCN(Cc2ccc3c(c2)OCO3)CC1
 : i | 1.99
Cc1nnc(SCC(=O)NNC(=O)c2ccco2)n1-c1ccccc1
 : i | 0.88
CC(=O)Nc1ccc(S(=O)(=O)Nc2nc3ccccc3nc2Nc2ccc(N)cc2)cc1
 : i | -0.44
Cc1ccc(N(C)S(=O)(=O)c2cccc(C(=O)Nc3nnc(C4CC4)s3)c2)cc1
 : i | -0.03
Cc1ccc(-c2cc(C(=O)N/N=C/c3cccnc3)n[nH]2)o1
 : i | -2.39
CC1CCCN(CC(=O)N2c3ccccc3Sc3ccccc32)C1 (stereo not given)
 : i | -0.62
CCN(Cc1ccc(C#CCCO)cc1)CC1CCCN(CCc2cccc(OC)c2)C1 (stereo not given)
 : i | -2.06
COc1cccc(CSc2ccc(S(=O)(=O)N3CCOCC3)cc2C(=O)NCC2CCCO2)c1OC (stereo not given)
 : i | 0
COc1ccc(C2C(C(=O)c3sc(C)nc3C)=C(O)C(=O)N2CCN2CCOCC2)cc1 (stereo not given)
 : i | 1.62
CN(C)c1ccnc2sc3c(=O)n(-c4ccccc4)cnc3c12
 : i | 1.53
C/C(N)=C(/C#N)C(=O)CSc1nnc(Cc2ccccc2F)n1N
 : i | -0.22
O=C(C[n+]1ccsc1)c1ccccc1
 : i | 2.1
O=C(NCCN1CCOCC1)c1ccc2c(c1)N(Cc1ccccc1)C(=O)c1ccccc1S2
 : i | 0.38
C=CCCC(=O)N1CCC(n2nccc2NC(=O)CCCc2ccccc2)CC1
 : i | 1.58
CCc1ccc(N(CC)C(=O)Cc2c(C(=O)O)n(C)c3ccccc23)cc1
 : i | -1.1
CC(=O)C1=C(C)OC(N)=C(C#N)C1c1cc2cc(C)c(C)cc2nc1Cl (stereo not given)
 : i | -1.6
O=C(COc1ccc([N+](=O)[O-])cc1)NNC(=O)Nc1ccc([N+](=O)[O-])cc1
 : i | 0.1
COc1cccc(-c2nc(CS(=O)(=O)CC(=O)Nc3ccc(C(C)=O)cc3)c(C)o2)c1
 : i | 1.28
Cc1ccc(NC2SC(=O)N(Cc3cccc(C(=O)O)c3)C2=O)cc1 (stereo not given)
 : i | 1.44
Cc1nc(C)c(/C(O)=C/c2nc3ccccc3oc2=O)s1
 : i | 1.05
COc1ccccc1C(=O)COC(=O)c1cccc(S(=O)(=O)N2CCCC2)c1
 : i | 1.32
O=C(CN(C(=O)CCC(=O)Nc1nccs1)c1ccc(F)c(Cl)c1)NCc1ccco1
 : i | -0.82
Cc1cc(C)c2c(N)c(C(=O)Nc3ccc(C)c(C)c3)sc2n1
 : i | -0.01
Cc1ccc(CNC(=O)C(=O)NCCCn2ccnc2)cc1
 : i | 0.48
COCCn1c(SCC(=O)Nc2ccc3c(c2)OCCO3)nnc1C(C)C
 : i | 0.03
O=S(=O)(Cc1cc(-c2ccccc2Cl)no1)c1ccccc1
 : i | -1.05
Cc1c(NC(=O)C(C)OC(=O)CCc2c[nH]c3ccccc23)c(=O)n(-c2ccccc2)n1C (stereo not given)
 : i | 0.14
CCN(Cc1ccccc1)C(=O)c1nn(-c2ccc(OC)cc2)c(=O)c2c1c1ccccc1n2C
 : i | 0.41

Next section:
Order of values: KCNQ2 block | Kir21 block
O=C(N/C=C\n1cnc2cc(C(F)(F)F)ccc21)c1ccc([N+](=O)[O-])cc1
 : i | -1.54
COc1ccc(CCNC(=O)c2ccc3c(c2)N(Cc2ccc(C)cc2)CCS3)cc1OC
 : i | 0.05
COc1ccc(N(CC(=O)NN=C2CCCCCCC2)S(=O)(=O)c2ccccc2)cc1
 : i | 1.09
CC1CCN(C(=O)/C(=C\c2ccccc2)NC(=O)c2ccccc2)CC1
 : i | -1.42
COc1cc(/C=C2\C(=O)N(c3ccc(S(N)(=O)=O)cc3)N=C2C)ccc1OC(=O)c1ccco1
 : i | 0.51
CN(C1(C)CCS(=O)(=O)C1)S(=O)(=O)c1cccc([N+](=O)[O-])c1 (stereo not given)
 : i | 0.18
CCN1CCN(C(=O)Cn2nc(C)c3sc4ccccc4c3c2=O)CC1
 : i | -0.13
CC12CCC(C(=O)Nc3ccc(Br)cn3)(OC1=O)C2(C)C (stereo not given)
 : i | -0.15
Cc1ccnc2ccc(SC(F)(F)F)cc12
 : i | 0.09
CCS(=O)(=O)c1ccc2c(c1)N(S(C)(=O)=O)CC(C(=O)NC1CC1)O2 (stereo not given)
 : i | -1.05
O=C(N=C1SC2CS(=O)(=O)CC2N1c1ccc(F)cc1)C1CC1 (stereo not given)
 : i | 0.47
O=C(Cc1c(C(=O)O)[nH]c2ccccc12)NC1CCCC1
 : i | -0.8
CC1(C)Cc2c(cnn2-c2cccc(F)c2)C(NC(=O)c2ccc(=O)[nH]n2)C1 (stereo not given)
 : i | -0.32
CCOc1cccc(/C=N/NC(=O)c2cc(-c3cccn3C)n[nH]2)c1O
 : i | -0.07
Cc1ccc([C@@H]2C[C@H]3CN(Cc4cccc(Cl)c4)C(=O)[C@]34CCCN24)o1
 : i | 0.08
O=C(c1ccco1)N1CCN(Cc2csc(-c3ccccc3Cl)n2)CC1
 : i | 1.07
Cc1ccc(N2CC(C(=O)Nc3ccc4c(c3)OCO4)CC2=O)cc1 (stereo not given)
 : i | 0.43
CC(=O)Nc1ccc(S(=O)(=O)NCC2CCC(C(=O)N3CCCCCC3)CC2)cc1 (stereo not given)
 : i | -1.24
OCCN1CCN(C(=S)Nc2ccc(SC(F)F)cc2)CC1
 : i | -1.71
Cc1nc2c(sc(=S)n2Cc2ccco2)c(=O)n1CC(=O)Nc1ccccc1F
 : i | 1.39
O=C(COc1ccccc1)N1CCNC1=O
 : i | 3.23
Cc1cccc(C(=O)NCC(=O)OCC(=O)NCCNC(=O)COC(=O)CNC(=O)c2cccc(C)c2)c1
 : i | 1.21
O=C(CCNC(=O)c1ccc(Br)cc1)Nc1cccc(S(=O)(=O)N2CCCC2)c1
 : i | -1.9
COCCC(=O)N1CCCC(CCC(=O)NCc2ccc(F)c(F)c2)C1 (stereo not given)
 : i | -0.11
CCC(=O)Nc1ccc(Cl)c(NC(=S)NC(=O)COc2ccc(Cl)cc2)c1
 : i | 0.33
c1ccc2oc(-c3ccc(Nc4nc(N5CCCCC5)nc(N5CCOCC5)n4)cc3)nc2c1
 : i | 1.77
Cc1ccc(NC(=O)Cn2c([N+](=O)[O-])cnc2C)cc1
 : i | 0.55
C[N+]1(CN2C(=O)C3C4C=CC(C4)C3C2=O)CCCCC1 (stereo not given)
 : i | 0.42
O=C(O)CSc1nnnn1C1CCCCC1
 : i | 0
CSc1nc(-c2ccccc2)nn1S(=O)(=O)c1ccccc1
 : i | 0.91

Going on with the list.
Order of values: KCNQ2 block | Kir21 block
Cc1cc(C)cc(N(CC(=O)NCc2ccccc2)C(=O)CCC(=O)Nc2ccccn2)c1
 : i | 0.86
COc1ccc(C[C@H]2CN3C(=NC[C@@H]3C(C)C)N2CCNC(=O)c2ccc(C)c(Br)c2)cc1
 : i | -6.5*
O=c1c2cnn(-c3ccccc3)c2ncn1CCc1ccccc1
 : i | 1.23
CCN(CC)C(=O)CSc1nnc(-c2cc(OC)cc(OC)c2)o1
 : i | -0.07
N#Cc1c(-c2ccccc2)nc(SCC(=O)NC2CCCCC2)[nH]c1=O
 : i | 0.92
Cc1ccc(O)c(N=Cc2sc3ccccc3c2Cl)c1
 : i | 0.5
O=[N+]([O-])c1ccccc1OCCN1CCOCC1
 : i | 1.72
COc1cccc(/C=N/NC(=S)Nc2cccnc2)c1
 : i | -0.02
COc1cc(C(=O)NCc2ccc(-n3cccc3)cc2)cc(OC)c1OC
 : i | -0.02
O=C(CN1C(=O)S/C(=C\c2ccc(Cl)cc2)C1=O)NC1C=CS(=O)(=O)C1 (stereo not given)
 : i | 1.67
CCC(C)(C)n1nnnc1C(c1cccs1)N1CCN(c2nc3ccccc3s2)CC1 (stereo not given)
 : i | 0.38
CN(C)CCNC(=O)c1c(O)c2c([nH]c1=O)CCCC2
 : i | -1.18
CC1(C)COC(c2cccn2Cc2ccc(F)cc2Cl)=N1
 : i | -1.63
NC(=O)c1cc([N+](=O)[O-])ccc1NCCc1ccccc1
 : i | -1.44
Cc1cccc(C)c1NC(=O)COC(=O)C1CC(=O)N(Cc2ccccc2)C1 (stereo not given)
 : i | -0.21
O=C(CSc1ccccc1)N1CCN(S(=O)(=O)c2cccs2)CC1
 : i | -2.89
Cc1ccc(NC(=O)Nc2cccc(C)n2)cc1
 : i | 1.63
COc1ccc(CN2[C@@H](CC(=O)O)c3cc(C(F)(F)F)ccc3S2(=O)=O)cc1
 : i | -0.48
COc1cc(NC(=O)CCc2nnc3ccc(N4CCCC4)nn23)cc(OC)c1OC
 : i | 0.89
COc1ccc(CCn2c(-c3ccc(OC)cc3)nc3c(c(=O)c4ccccc4n3C)c2=O)cc1
 : i | -0.05
Cc1cccc(CCNC(=O)CNS(=O)(=O)c2ccc3nc(C)sc3c2)c1
 : i | -1.76
CCOC(=O)c1c(/N=C/c2ccc(O)cc2O)sc2c1CCC2
 : i | -0.33
COc1cccc(C2C(C#N)=C(N)Oc3c2oc(CO)cc3=O)c1OC (stereo not given)
 : i | 1.36
Cc1cc(C)cc(NC(=O)CSc2nnc(NC(=O)C3CC3)s2)c1
 : i | -0.93
CN1CCN(c2nc3c(c(=O)[nH]c(=O)n3C)n2CCOc2ccccc2)CC1
 : i | 1.86
O=C(NCCCN1CCOCC1)c1ccc2c(=O)n(Cc3ccc(Cl)cc3)c(=S)[nH]c2c1
 : i | 1.3
O=C(NCCCn1ccnc1)c1cccc(Br)c1
 : i | -0.56
CCN(Cc1ccncc1)C(=O)CSc1ccc2ccccc2c1
 : i | -1.28
CCc1c(C)n2nc(C)cc2[nH]c1=O
 : i | 0.01

Assay outcomes from PubChem.
